Apaf1 inhib – inhibitors of human Apaf-1 apoptosome, primary screen, biochemical, DEVD-Rh110 fluorescence, uHTS; Apoptotic protease-activating factor 1 (Homo sapiens), O14727; reconstituted apoptosome caspase-3 activity; inhibition, % at 20 µM; hit rate 0.71% among 330,000; AID 489030, 2010; active = inhibition of at least 40% at 20 µM;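 note: plate controls were DMSO wells for no effect and DEVD-CHO caspase inhibitor wells for full effect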
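System – cell-free apoptosome with Apaf-1, procaspase-3 and caspase-9 · Buffer or medium – pH 7.5 Hepes buffer with CHAPS, BSA, DTT · Also added – cytochrome c with DEVD-Rh110 · Times – 30 min compound preincubation, 50 min activation, room temperature · Technique – Rh110 fluorescence intensity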
697 NFkB inh – inhibitors of PMA/ionomycin-induced NF-kB reporter, 697 cells, primary screen, B-cell NF-kB inhibitor project, cell-based, luminescence, uHTS; hit rate 0.33% among 330,000; 697 B-cell NF-kB luciferase reporter, 16 h; inhibition, % at 4 µM; AID 435022, 2010; in the data active = inhibition above about 35%
HKDC1 inhibitor – HKDC1 hexokinase inhibitors, primary screen, biochemical, fluorescence, uHTS | Q2TB90 | recombinant HKDC1, G6PDH/diaphorase resazurin coupled fluorescence | inhibition, % at 20 µM | hit rate 0.16% among 340,000;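 active = inhibition above about 35% when tested at 20 µM, limit read from the data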;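 note: plate controls were DMSO wells with enzyme for no effect and DMSO wells lacking enzyme for full effect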
Target sequence (Q2TB90 whole entry, looked up): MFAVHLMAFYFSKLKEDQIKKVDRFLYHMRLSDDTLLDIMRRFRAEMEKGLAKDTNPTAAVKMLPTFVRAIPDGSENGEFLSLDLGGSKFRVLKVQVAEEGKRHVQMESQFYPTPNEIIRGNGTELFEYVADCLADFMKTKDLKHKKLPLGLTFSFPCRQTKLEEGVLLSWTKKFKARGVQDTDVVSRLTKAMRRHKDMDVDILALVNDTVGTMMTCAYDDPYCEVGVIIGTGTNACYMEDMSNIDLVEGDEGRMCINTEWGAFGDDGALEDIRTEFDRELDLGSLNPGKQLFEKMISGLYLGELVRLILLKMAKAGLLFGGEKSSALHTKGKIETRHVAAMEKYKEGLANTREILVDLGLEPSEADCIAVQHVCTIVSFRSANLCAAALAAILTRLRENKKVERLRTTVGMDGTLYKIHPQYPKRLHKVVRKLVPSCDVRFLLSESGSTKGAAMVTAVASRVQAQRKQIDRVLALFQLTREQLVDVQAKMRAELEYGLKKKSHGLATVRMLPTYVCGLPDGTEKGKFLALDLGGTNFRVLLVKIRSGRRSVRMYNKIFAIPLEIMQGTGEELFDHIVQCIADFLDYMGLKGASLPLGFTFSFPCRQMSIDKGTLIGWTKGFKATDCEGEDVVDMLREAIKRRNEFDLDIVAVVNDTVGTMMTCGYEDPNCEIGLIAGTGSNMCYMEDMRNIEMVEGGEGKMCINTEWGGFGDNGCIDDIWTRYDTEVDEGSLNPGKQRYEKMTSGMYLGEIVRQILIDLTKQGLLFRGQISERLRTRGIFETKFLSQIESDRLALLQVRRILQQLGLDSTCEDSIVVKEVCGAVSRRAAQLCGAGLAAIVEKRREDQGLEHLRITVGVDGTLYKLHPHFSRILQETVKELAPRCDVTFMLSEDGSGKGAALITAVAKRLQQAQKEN
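Test system: recombinant HKDC1 (HK5) hexokinase enzyme, produced in-house / Doses: 20 µM test compound, 1% DMSO / Timing: 90 min, room temperature / Detection: G6PDH/diaphorase-coupled fluorescence, 1 mM NADP, 100 µM resazurin, 525/613 nm / Control set: DMSO wells with and without enzyme mix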
SENP7 block – SENP7 protease inhibitors, primary screen, biochemical, luminescence, uHTS. hit rate 1.5% among 330,000. inhibition, % at 5 µM. recombinant SENP7, Z-RLRGG-aminoluciferin luminescence, 40 min. Sentrin-specific protease 7 (Homo sapiens), Q9BQF6;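 active = inhibition above about 50% at the single test dose, limit read from the data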;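 note: plate controls were DMSO with enzyme for no effect and no enzyme buffer wells for full effect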
Jurkat NFkB inh – inhibitors of induced NF-kB luciferase reporter, primary screen, TCR NF-kB activation inhibitor project, cell-based, luminescence, uHTS; Jurkat, PMA/ionomycin-induced NF-kB luciferase reporter; inhibition, % at 4 µM; hit rate 0.53% among 330,000
Gli-Sufu block – Gli-Sufu pathway antagonists, primary screen, luciferase luminescence, Sufu-KO-LIGHT cells, uHTS | Sufu-KO-LIGHT fibroblasts, Gli luciferase reporter luminescence | inhibition, % at 5 µM | hit rate 0.74% among 340,000 | AID 588413, 2011;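 active = inhibition above about 55%, limit read from the data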;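 note: 0% = DMSO-treated cells and 100% = wells with medium but no cells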
UBC13 polyUb – UBC13 polyubiquitin chain formation inhibitors, primary screen, biochemical, TR-FRET, uHTS | Ubiquitin-conjugating enzyme E2 N (Homo sapiens), P61088 | inhibition, % at 20 µM | hit rate 0.47% among 330,000 | AID 485273, 2010; in the data active = inhibition above about 45%, passing the limit was not always enough
Target sequence (P61088 whole entry, looked up): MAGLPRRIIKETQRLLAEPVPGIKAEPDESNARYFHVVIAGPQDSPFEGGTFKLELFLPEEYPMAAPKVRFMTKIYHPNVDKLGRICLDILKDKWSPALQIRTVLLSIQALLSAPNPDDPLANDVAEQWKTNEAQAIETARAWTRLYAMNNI
SENP8 inh – SENP8 protease inhibitors, primary screen, biochemical, luminescence | Sentrin-specific protease 8 (Homo sapiens), Q96LD8 | purified SENP8, Z-RLRGG-aminoluciferin cleavage | inhibition, % at 10 µM | hit rate 1.2% among 330,000 | AID 2540, 2010
* marks the source's active call; other numbers are inactive results; nt = no result given. Cut-off read from the data, not from the text of the source, unless noted: active = inhibition above about 50%; inactive = the rest.

SMILES | Apaf1 inhib | 697 NFkB inh | HKDC1 inhibitor | SENP7 block | Jurkat NFkB inh | Gli-Sufu block | UBC13 polyUb | SENP8 inh
CCOc1ccc(/C(CCC(=O)O)=N/NC(=S)NCCc2ccccc2)cc1 | 11 | 4 | 0 | 4 | 0 | -3 | 2 | 11
O=C(c1ccco1)N1CCCC(c2nc3c(nnn3Cc3ccc(F)cc3)c(=O)[nH]2)C1 (centres undefined) | 6 | -16 | 0 | -5 | -14 | -8 | 0 | -9
CN(C(=O)CCN1C(=O)C2C3C=CC(C3)C2C1=O)c1ccccc1 (centres undefined) | -8 | 3 | -7 | -6 | 2 | -3 | 5 | 6
O=C(CSc1n[nH]c(=O)[nH]c1=O)Nc1ccc(C(=O)O)cc1 | -14 | 3 | -1 | -3 | 4 | -1 | 8 | -1
CCN(CC)c1nc2c3c(nc4c(c3c1C#N)CC(=O)N4c1ccc(Cl)cc1)NC(C)=N2 | 17 | 4 | 13 | -2 | 1 | 2 | -62 | -7
CN(C)/C=C1\C(=O)Oc2ccccc2C1=O | 2 | -14 | -2 | -1 | -9 | 5 | -6 | -15
COc1ccc(C)cc1Nc1nc(-c2ccccc2O)nc2ccccc12 | 11 | 5 | 1 | 1 | 17 | 12 | -2 | 5
COCCNc1ccc([N+](=O)[O-])cc1C(=O)Nc1cccc(C)n1 | 0 | 14 | -58 | 9 | -18 | 5 | -9 | -2
Cc1cc2cc3c(cc2nc1SCC(=O)Nc1ccccc1)CCC3 | -19 | -19 | 7 | 6 | 43 | 1 | -2 | 1
C=CCNC(=O)c1c(N)n(-c2ccc3c(c2)OCO3)c2nc3ccccc3nc12 | 0 | -21 | 3 | 5 | 25 | 5 | -30 | 3
Cc1cc(C)n(C2CC(=O)N(c3ccc(C)c(Cl)c3)C2=O)n1 (centres undefined) | -3 | -5 | -8 | -8 | 0 | -4 | -7 | -2
Brc1ccccc1/C=N/Nc1ccccn1 | -8 | -52 | -1 | 86* | -61 | -45 | 5 | 35
O=S(=O)(C=C(c1ccccc1)c1ccccc1)c1ccccc1 | 22 | -47 | 2 | -3 | -11 | 5 | -6 | -1
CC(=O)Nc1c(C)cc(S(C)(=O)=O)cc1C | 7 | -7 | -8 | -4 | -6 | -1 | -6 | -10
Cc1ccc(NC(=O)[C@H](Cc2ccccc2)NC(=O)[C@@H]2Cc3ccccc3CN2)c(C)c1 | 5 | 4 | -6 | -2 | 5 | -1 | 2 | 4
O=C(NCCCN1CCOCC1)c1cccnc1 | -4 | 19 | -7 | 1 | 8 | -10 | 10 | -6
O=S(=O)(c1ccc(S(=O)(=O)N(Cc2ccco2)Cc2ccccc2Cl)cc1)N1CCCC1 | 17 | 0 | -3 | -4 | 6 | 4 | -2 | -6
CNC(=S)Nc1cccc(Cl)c1C | -21 | 5 | -6 | 4 | 6 | -4 | 1 | 2
Cn1c(SCC(=O)N2CCOCC2)nnc1-c1ccco1 | -3 | 1 | -6 | -6 | -11 | 2 | -1 | -10
Cc1ccc(CC(NC(=O)c2ccccc2)C(=O)NC(Cc2ccccc2)C(=O)O)cc1 (centres undefined) | -2 | 16 | -7 | -1 | -10 | 3 | -5 | 0
COc1ccccc1CNC(=O)c1ccccc1C(=O)NC(CC(C)C)C(=O)NCc1ccccc1OC (centres undefined) | -10 | 12 | -7 | 1 | 11 | 4 | 8 | -8
Oc1c(C(Nc2cccc(C(F)(F)F)c2)c2cccnc2)ccc2cccnc12 (centres undefined) | 13 | -34 | -29 | -1 | -7 | 23 | 1 | 0
COc1ccc(OC)c(S(=O)(=O)N(C)CC(=O)N2CCOCC2)c1 | -7 | -4 | 0 | -3 | -6 | -12 | 8 | -13
CC1CCCN(Cc2cccc(Oc3ccccc3)c2)C1 (centres undefined) | -13 | 4 | -1 | 2 | -6 | 13 | 0 | 7
CCOc1ccc(NC(=O)CN(C)C(=O)C2CCN(c3ncnc4sc(C)c(C)c34)CC2)cc1OCC | 27 | 21 | -5 | -2 | 19 | 19 | 17 | 8

The list continues.
SMILES | Apaf1 inhib | 697 NFkB inh | HKDC1 inhibitor | SENP7 block | Jurkat NFkB inh | Gli-Sufu block | UBC13 polyUb | SENP8 inh
C[C@H](NC(=O)c1[nH]cnc1C(=O)Nc1ccc(Cl)cc1)C(=O)OC(C)(C)C | 20 | -22 | -2 | 5 | -5 | 8 | 18 | 2
Cc1ccc(C(C(=O)NCc2ccc(F)cc2)N(C(=O)c2csnn2)C2CC2)cc1 (centres undefined) | 1 | 16 | -5 | -2 | 5 | 21 | 7 | -3
Cc1ccc(OCCCn2c(CO)nc3ccccc32)cc1 | 12 | -35 | -5 | -5 | -23 | -13 | 2 | -4
CCOC(=O)C1(Cc2cccc(OC)c2)CCCN(C(=O)c2cc(C)oc2C)C1 (centres undefined) | -2 | -46 | 4 | 3 | -35 | 12 | 3 | 4
CN(C)S(=O)(=O)c1ccc(C(=O)NNc2nc(-c3ccccc3)c3cc(Br)ccc3n2)cc1 | 8 | -2 | 9 | 2 | 6 | nt | -12 | 3
Cn1c(=O)c2c(nc(N3CCCC3)n2C)n(C)c1=O | 4 | -2 | 0 | 6 | 4 | 5 | -4 | -11
CCN1C(=O)S/C(=C/c2ccsc2)C1=O | -7 | -2 | -1 | -2 | -6 | 9 | 5 | -6
CSc1ncccc1C(=O)N(C)CC(=O)Nc1ccc(Cl)cc1 | 4 | -7 | -2 | -2 | -13 | -9 | -12 | -6
O=C(COc1ccc(/C=N/NC(=O)C(=O)N2CCCCC2)cc1)Nc1ccccc1Cl | 7 | 19 | -3 | 0 | -18 | 0 | 3 | 1
O=C(CCl)c1ccc2c(c1)CCN2C(=O)C1CC1 | 10 | 13 | nt | -7 | 17 | nt | 0 | -12
COCc1c(C(=O)N/N=C(\C)c2ccc(Cl)s2)nnn1-c1nonc1N | 1 | 15 | 1 | 5 | -4 | -25 | -2 | 0
COc1ccc(CC(=O)OCC(=O)NC(=O)Nc2ccccc2F)cc1 | 1 | 21 | -3 | 2 | 1 | -1 | 8 | -2
CCN(CC)C(=O)[C@H]1C[C@H](CC(=O)NCCN2CCOCC2)C(=O)N2CCc3c([nH]c4cc(CCC(=O)N(C)C)ccc34)[C@]12C | 12 | -5 | -7 | 0 | nt | -8 | nt | nt
CC(=O)Nc1nc(C)c(CCCOc2ccc([N+](=O)[O-])cc2)c(=O)[nH]1 | -5 | -5 | 1 | 1 | -13 | 19 | -1 | -7
COc1cc(C)ccc1OCC(=O)OCC(=O)c1[nH]c(C)c(C(C)=O)c1C | 1 | 0 | -8 | 11 | -3 | 6 | -5 | -3
Cc1oc(-c2ccccc2)nc1CC(=O)O | -5 | -1 | 21 | 1 | -13 | 0 | -3 | -9
CCCCN(CC(=O)Nc1c(C)cccc1CC)C(=O)SCC | -14 | 9 | -3 | 3 | -1 | -12 | 6 | 4
COc1cc(OC)cc(C(=O)N[C@H](C(=O)OCC(=O)c2ccc(F)cc2)C(C)C)c1 | 13 | -15 | -3 | -11 | 3 | 1 | -10 | -1
COc1ccc(C(=O)N/N=C/c2ccc(OC)c(COc3ccccc3)c2)cc1 | 15 | 9 | 10 | -3 | -2 | -1 | -2 | 6
CCOC(CNC(=O)Cn1nc(C)c2ccccc21)OCC | -9 | 16 | -11 | 0 | 1 | -1 | -1 | 1
CC1=C/C(=N\NC(=O)c2cccs2)CC(C)(C)C1 | -7 | -14 | -9 | -3 | 4 | -5 | -11 | -5
O=C(Nc1ccccc1)N1CCN(S(=O)(=O)c2ccccc2)CC1 | -1 | -7 | -9 | -6 | -12 | -7 | 1 | -8
CCOC(=O)c1sc(N)c(C(=O)OC)c1C | 1 | 6 | -1 | 9 | -35 | 4 | 11 | -4
O=C(N/N=C/c1ccc(O)cc1)c1cc(C2CC2)[nH]n1 | 0 | 1 | -4 | -5 | 15 | -1 | 6 | -2
CCOc1cc(C(=O)NCc2ccccc2)ccc1OCC(=O)N1CCOCC1 | -7 | 14 | -8 | 8 | 12 | -7 | -1 | 2

Next part
SMILES | Apaf1 inhib | 697 NFkB inh | HKDC1 inhibitor | SENP7 block | Jurkat NFkB inh | Gli-Sufu block | UBC13 polyUb | SENP8 inh
CC1CCN(C(=O)CSc2nnc3c(n2)[nH]c2ccccc23)CC1 | 5 | 1 | 1 | -6 | 15 | -15 | -4 | -1
C=CCn1c(SCc2ccc(C(=O)OC)cc2)nnc1-c1sc(N)nc1C | 6 | -3 | 0 | -11 | -1 | -3 | -9 | -6
CCCNC(=O)NC(=O)CSc1nncs1 | 0 | 6 | 8 | -3 | -11 | 7 | 1 | -6
O=C(NC(=S)Nc1nc2c(s1)CSc1ccccc1-2)c1ccccc1 | -1 | -25 | -3 | 7 | -3 | 37 | -8 | -9
O=C(O)c1ccc(C(=O)c2ccc3c(c2)C(=O)N(CC2CCCO2)C3=O)cc1 (centres undefined) | -2 | 1 | -4 | -5 | 6 | -1 | -22 | -11
O=C(CSc1ccc2ccccc2c1Br)Nc1cccc(S(=O)(=O)NC2=NCCCCC2)c1 | 19 | -6 | -4 | -13 | -22 | 8 | -22 | -6
CC(Cc1ccccc1)NC(=O)c1cc2ccccc2o1 (centres undefined) | -4 | -71 | 1 | -4 | -59 | -49 | 4 | -8
O=C(O)CNC(=O)/C(=C\c1ccco1)NC(=O)c1ccco1 | -5 | 16 | -1 | -8 | 5 | -2 | -2 | -11
O=c1oc2ccccc2c(Cl)c1CN1CCCCC1 | -10 | 3 | 15 | -7 | 8 | 4 | 4 | -8
CC(CCc1ccccc1)NC(=O)CN1CCSc2ccccc21 (centres undefined) | 20 | -2 | 5 | -2 | 7 | 1 | -5 | -6
Cc1cccc(C)c1NC(=S)N(CCc1ccncc1)C(C)C | -8 | -13 | -1 | 9 | -4 | 17 | -3 | -1
Cc1cccc(/C=N/NC(=O)CC(=O)NCCc2ccccc2)c1 | -4 | -5 | 0 | 3 | 17 | 0 | -1 | 5
CCN1CCN(Cc2ccc(NC(=O)c3cc(NC(=O)c4cc(-c5ccc(OC)cc5)n[nH]4)cc(OC)c3)cc2C(F)(F)F)CC1 | 56* | -1 | 1 | 0 | -42 | 28 | 61* | -13
O=C(CCCCn1c(=O)c2ccccc2n(Cc2ccc(Cl)cc2)c1=O)NCc1ccco1 | 16 | 8 | -3 | 10 | 20 | -7 | 13 | -6
Cc1ccc(-n2nc3c(=O)n(CCCC(=O)NCc4ccc(F)cc4)nc(C)c3c2C)cc1 | 3 | 39* | -2 | -4 | 21 | 2 | 5 | -1
O=S(=O)(Nc1cc(S(=O)(=O)N2CCCC2)ccc1O)c1ccc(Cl)s1 | 0 | 18 | -3 | 0 | 3 | -4 | -22 | -3

By substructure, the entries above with a COOH group (6)
SMILES | Apaf1 inhib | 697 NFkB inh | HKDC1 inhibitor | SENP7 block | Jurkat NFkB inh | Gli-Sufu block | UBC13 polyUb | SENP8 inh
CCOc1ccc(/C(CCC(=O)O)=N/NC(=S)NCCc2ccccc2)cc1 | 11 | 4 | 0 | 4 | 0 | -3 | 2 | 11
O=C(CSc1n[nH]c(=O)[nH]c1=O)Nc1ccc(C(=O)O)cc1 | -14 | 3 | -1 | -3 | 4 | -1 | 8 | -1
Cc1ccc(CC(NC(=O)c2ccccc2)C(=O)NC(Cc2ccccc2)C(=O)O)cc1 (centres undefined) | -2 | 16 | -7 | -1 | -10 | 3 | -5 | 0
Cc1oc(-c2ccccc2)nc1CC(=O)O | -5 | -1 | 21 | 1 | -13 | 0 | -3 | -9
O=C(O)c1ccc(C(=O)c2ccc3c(c2)C(=O)N(CC2CCCO2)C3=O)cc1 (centres undefined) | -2 | 1 | -4 | -5 | 6 | -1 | -22 | -11
O=C(O)CNC(=O)/C(=C\c1ccco1)NC(=O)c1ccco1 | -5 | 16 | -1 | -8 | 5 | -2 | -2 | -11
